ERp5 inh: inhibitors of ERp5-driven insulin aggregation, primary screen, biochemical, turbidity, absorbance 650 nm, single point | Protein disulfide-isomerase A6 (Homo sapiens), Q15084 | 90 min | inhibition, % at 9.99 µM | hit rate 0.05% among 350,000 | AID 651711, 2012;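 active = mean replicate inhibition above about 25%, with every replicate also reaching it, limit read from the data, passing the limit was not always enough; inconclusive = only one of those two criteria met; inactive = neither criterion met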
Target sequence (Q15084 whole entry, looked up): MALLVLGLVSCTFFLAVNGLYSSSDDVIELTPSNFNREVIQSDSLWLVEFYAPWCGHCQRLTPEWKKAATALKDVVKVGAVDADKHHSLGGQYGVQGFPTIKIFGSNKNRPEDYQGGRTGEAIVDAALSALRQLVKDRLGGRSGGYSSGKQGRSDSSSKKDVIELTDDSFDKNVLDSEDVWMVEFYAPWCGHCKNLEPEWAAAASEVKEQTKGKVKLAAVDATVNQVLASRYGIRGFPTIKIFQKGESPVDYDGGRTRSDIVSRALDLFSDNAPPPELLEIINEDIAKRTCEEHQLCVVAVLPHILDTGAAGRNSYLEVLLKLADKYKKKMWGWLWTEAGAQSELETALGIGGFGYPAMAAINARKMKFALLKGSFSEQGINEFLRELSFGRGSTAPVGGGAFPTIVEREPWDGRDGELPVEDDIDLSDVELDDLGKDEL
miR122 inh: miR-122 Renilla sensor signal increase in Huh7, primary screen, miR-122 inhibitor project, cell-based, single point, plate reader. Huh7 miR-122 Renilla luciferase sensor, 48 h; neutral wells = 0, positive control = 100. activation (reporter increase), % at 12.5 µM. hit rate 0.3% among 340,000;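 active = mean replicate activation score at least 90 and every replicate individually at or above 90; inconclusive = only one of the two criteria met; inactive = neither criterion met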;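 note: higher luciferase means less miR-122 activity so hits act as miR-122 inhibitors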
DENV2 CPE: inhibitors of DENV2 cytopathic effect, primary screen, cell-based, plate reader, single concentration. DENV2-infected cells, cytopathic effect rescue. CPE inhibition, % at 9.99 µM. hit rate 1.7% among 350,000. AID 651640, 2012; in the data active = CPE inhibition above about 20%, passing the limit was not always enough; inconclusive = no clear call, values can overlap the other calls; tested in BHK-21 cells;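 note: 0% = median of neutral control wells and 100% = median of positive control wells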
SIRT5 block: SIRT5 desuccinylase inhibitors, primary screen, biochemical, fluorescence imaging, single point, set 5; NAD-dependent protein deacylase sirtuin-5, mitochondrial (Homo sapiens), Q9NXA8; Purified SirT5, succinyl-peptide AMC, trypsin-coupled fluorescence; inhibition, % at 15 µM; hit rate 1.1% among 330,000; in the data active = inhibition above about 15%; inconclusive = no clear call, values can overlap the other calls
Target sequence (Q9NXA8 whole entry, looked up): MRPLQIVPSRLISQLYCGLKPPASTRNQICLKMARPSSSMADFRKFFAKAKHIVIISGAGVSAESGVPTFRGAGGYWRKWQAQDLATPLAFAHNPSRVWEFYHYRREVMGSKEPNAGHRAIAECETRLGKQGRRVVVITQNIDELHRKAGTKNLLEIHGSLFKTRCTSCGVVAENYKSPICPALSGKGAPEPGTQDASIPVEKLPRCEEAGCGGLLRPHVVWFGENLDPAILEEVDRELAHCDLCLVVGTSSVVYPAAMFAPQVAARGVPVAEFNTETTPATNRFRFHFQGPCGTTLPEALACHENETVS
CASP6 VEID inh: human caspase-6 inhibitors, primary screen, biochemical, VEID-R110 fluorescence, single point, set 2; inhibition, % at 12.5 µM; hit rate 0.53% among 350,000; purified caspase-6, Z-VEID-R110 cleavage fluorescence; P55212;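 active = mean inhibition across replicates at least about 35%, with every replicate also reaching that limit, limit read from the data; inconclusive = only one of the two criteria met; inactive = neither criterion met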;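 note: 0% = median of neutral control wells and 100% = no fluorescence left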
Target sequence (P55212 24-179 limits assumed): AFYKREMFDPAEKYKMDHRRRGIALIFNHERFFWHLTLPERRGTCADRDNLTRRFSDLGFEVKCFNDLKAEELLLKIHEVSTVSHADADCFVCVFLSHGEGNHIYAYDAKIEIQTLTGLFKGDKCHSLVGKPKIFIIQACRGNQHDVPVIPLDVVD
Target sequence (P55212 194-293 limits assumed): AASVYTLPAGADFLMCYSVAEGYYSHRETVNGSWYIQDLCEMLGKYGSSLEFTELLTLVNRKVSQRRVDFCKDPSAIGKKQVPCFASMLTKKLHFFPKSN
ERAP1 inh: human ERAP1 aminopeptidase inhibitors, primary screen, biochemical, single point, plate reader | hit rate 0.15% among 340,000 | Endoplasmic reticulum aminopeptidase 1 (Homo sapiens), Q9NZ08 | AID 652197, 2013 | recombinant ERAP1, Leu-AMC fluorescence, 60 min | inhibition, % at 10.7 µM;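 active = mean replicate inhibition of at least 30%, or all replicates individually reaching that 30% level; inactive = mean below 30% and not every replicate reaching it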;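 note: 0% = neutral control wells and 100% = L-leucinethiol positive control wells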
CFTR F508del cor: F508del CFTR correction, initial screen, CFBE line, single point. CFBE cells, YFP halide quenching; stimulated with forskolin plus potentiator P3; % fluorescence drop versus neutral controls. activity (quench increase), % at 7.58 µM. hit rate 0.36% among 350,000;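 active = mean added fluorescence quench of at least 8% versus neutral control, with both replicates also reaching 8%; inconclusive = only one of the mean or replicate conditions met; inactive = mean below 8% and not both replicates reaching 8%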;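 note: cells transiently co-express mutant CFTR-F508del with the halide-sensitive YFP; corrector assay measuring rescue of mutant channel to the surface after 24 h compound exposure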
* hit, by the source's call; ? = inconclusive; / = not tested or not shown; [ ] = remark or other dose. Compounds were not picked by outcome; 4% or so of the library scored in one or more.

entry | DENV2 CPE | miR122 inh | ERp5 inh | CASP6 VEID inh | ERAP1 inh | CFTR F508del cor | SIRT5 block | Molecule
1 | 72* | -8 | -2 | 0 | -6 | 2.3 | -5 | Cc1cnc(CNC(=O)C2CCC(=O)N(Cc3ccc(Cl)cc3)C2)[nH]1 (configuration not stated)
2 | -6 | / | 5 | 2 | 0 | -2.6 | -1 | C(#CCN1CCOCC1)CCCN1CCOCC1
3 | 14 | / | 4 | -1 | 2 | -1.4 | -1 | COc1ccc(N(CC(=O)Nc2cc(C)cc(C)c2)S(=O)(=O)c2ccccc2[N+](=O)[O-])c(OC)c1
4 | 41* | -5[16.7 µM] | 2 | -1 | 0 | 2.0 | -1 | O=S(=O)(Cc1ccccc1)N1CCCCN2[C@H](CO)[C@@H](c3ccc(-c4ccc(F)cc4)cc3)[C@H]2C1
5 | -4 | -4 | 0 | 21 | 4 | -0.8 | 4 | O=C(NNC(=O)C1[C@H]2CCCC[C@@H]12)c1ccc(=O)oc1 (some centres not stated)
6 | 2 | -4 | 11 | 2 | -1 | 0.4 | 2 | O=C(Nc1ccc([N+](=O)[O-])cn1)c1cc(-c2cccc(Br)c2)nc2ccccc12
7 | -11 | / | -8 | -2 | 0 | 0.7 | / | CCCCCCN(C(=O)CCCCCN1C(=O)NC(c2ccc([N+](=O)[O-])cc2)C(C(=O)OCc2ccccc2)=C1C)C(C(=O)NCCCC)c1ccc(OCC(=O)OC)c(C(=O)OC)c1 (configuration not stated)
8 | 19 | 26 | 2 | 0 | / | 3.1 | -3 | CCN(CC)C(=O)c1cc(Cl)ccc1NC(=O)c1ccco1
9 | -2 | 0[16.7 µM] | -2 | -1 | -2 | 1.3 | 6 | Cc1noc(C)c1NC(=O)Nc1ccc2c(c1)C(=O)N([C@H](C)CO)C[C@H](C)[C@H](CN(C)C(=O)Nc1ccc(C(F)(F)F)cc1)OCCCC[C@@H](C)O2
10 | 25* | / | -5 | 0 | 1 | 2.8 | -1 | COc1cc(C(=O)OCCn2c(=O)c3c(ncn3CCN(C)C)n(C)c2=O)cc(OC)c1OC
11 | -4 | / | 3 | 4 | -2 | -1.6 | -2 | Fc1ccccc1C1c2cccn2CCN1C(=S)Nc1ccc(Br)cc1 (configuration not stated)
12 | 7 | -3 | 3 | -3 | 0 | 1.2 | -6 | Cc1ccc(CNC(=O)C2CCN(C(=O)Nc3ccc(C)cc3)CC2)cc1
13 | -4 | 1 | 1 | -1 | -1 | 1.8 | 1 | CS(=O)(=O)c1ccc(Cl)c(NC(=O)c2cc(S(=O)(=O)N3CCOCC3)ccc2N2CCCC2)c1
14 | -6 | -10[16.7 µM] | 13 | -3 | 2 | -3.2 | -5 | COc1ccc(NC(=O)Nc2ccc3c(c2)CC(=O)N([C@H](C)CO)C[C@H](C)[C@H](CN(C)S(=O)(=O)c2ccc(OC)cc2)O3)cc1
15 | -4 | / | -1 | 1 | 4 | 1.9 | 2 | CS(=O)(=O)NCCSc1cc(C(F)(F)F)nc2ccccc12
16 | 5 | 9[16.7 µM] | -1 | 2 | 2 | -1.4 | -7 | CCCNC(=O)C[C@@H]1C[C@@H]2c3cc(NS(=O)(=O)c4cccc(OC)c4)ccc3O[C@@H]2[C@H](CO)O1
17 | -3 | -3 | 5 | -2 | -3 | -0.5 | -3 | CCCCOCCCN1CC(=O)N2[C@@H](Cc3c([nH]c4ccccc34)C2(C)C)C1=O
18 | -11 | / | 2 | 0 | -4 | -0.6 | 2 | O=C(CCc1c[nH]c2ccccc12)NCCc1ccc(O)cc1
19 | -3 | -1 | 2 | -2 | -4 | 3.0 | -2 | O=C(Nc1ccc(Cl)cc1)c1cc(Br)ccc1OCC(=O)N1CCOCC1
20 | -4 | / | -7 | 0 | -1 | 1.3 | 1 | Cc1c(NC(=O)CN2CCN(c3ccc(O)cc3)CC2)c(=O)n(-c2ccccc2)n1C
21 | -2 | -5[16.7 µM] | -6 | 1 | 0 | -4.5 | -3 | CC(C)c1cn(CC[C@@H]2CC[C@H](N)[C@@H](CO)O2)nn1
22 | -2 | / | -5 | -4 | -5 | 0.5 | -4 | Cc1cc(-c2nnc(CCC(=O)NC(c3ccccc3)c3ccccc3)o2)no1
23 | -4 | -9 | 3 | 0 | -1 | 1.1 | 0 | Cc1cc(NC(=O)NC(C)(C(F)(F)F)C(F)(F)F)no1
24 | / | 17 | 4 | 1 | -2 | 1.0 | 1 | Cc1ccccc1CN1[C@@H]2c3ccccc3C[C@@H]2OCCS1(=O)=O
25 | 0 | -3 | -1 | -12 | 4 | -1.1 | -16 | CN1CCC(N(C)C(=O)c2cc(-c3ccccc3Cl)nc3ccccc23)CC1
26 | 5 | / | -6 | 3 | 1 | -2.0 | -1 | COC(=O)c1ccc2c(=O)n(Cc3ccco3)c(SCC(=O)Nc3cc(C)on3)nc2c1
27 | 5 | -4 | -4 | -1 | 1 | -0.3 | -4 | CC(C)(Oc1ccc(Cl)cc1)C(=O)OCC(=O)N1CCN(c2ccccc2)CC1
28 | -4 | / | 3 | 1 | / | -1.5 | 1 | COc1cc([N+](=O)[O-])cc2sc(NC(C)=O)nc12
29 | 17 | -12[16.7 µM] | -2 | -3 | 1 | 1.3 | 8 | C[C@H](CO)N1C[C@H](C)[C@H](CN(C)S(=O)(=O)c2ccc(Cl)cc2)OCCCC[C@H](C)Oc2ccc(NC(=O)C3CCCCC3)cc2C1=O
30 | -4 | / | -1 | 0 | 2 | -1.5 | 0 | Cc1oc(=O)c(NC(=O)c2ccccc2)cc1C(C)O (configuration not stated)
31 | -4 | 0 | -2 | 0 | 2 | 0.1 | -2 | CC(=O)NC1CC2CCCC(C1)N2C(=O)Nc1cccc(C(C)=O)c1 (configuration not stated)
32 | -4 | 17 | -1 | 2 | 3 | -5.4 | -4 | O=C(Nc1ccc([N+](=O)[O-])cc1)Nc1ccc(N2CCOCC2)c2nonc12
33 | -4 | -3 | -2 | 3 | -1 | -1.4 | / | COc1ccc2oc(C(=O)OCC(=O)Nc3ccc(C)c(S(=O)(=O)N4CCOCC4)c3)c(C)c2c1
34 | -8 | / | 0 | 2 | -2 | 0.5 | 4 | CCn1c(N2CCN(C(=O)/C=C/c3ccccc3)CC2)nc2ccccc21
35 | -3 | / | 0 | -4 | -4 | 0.8 | 4 | COC1=CC(=O)OC(c2ccc(C(F)(F)F)cc2)C1 (configuration not stated)
36 | 0 | / | -2 | -1 | 4 | -0.7 | 2 | Cc1ccc2nc(SC(C)C(=O)N3CCOCC3)[nH]c2c1 (configuration not stated)
37 | -11 | -9[16.7 µM] | 3 | 6 | -2 | 3.4 | 3 | O=C(c1ccncc1)N1CC[C@@H]2[C@H]1c1cc(-c3ccccc3)ccc1N[C@@H]2CO
38 | / | / | 0 | 2 | -1 | / | 0 | COc1ccc2nc(C)[nH]c(=O)c2c1
39 | -2 | / | 11 | -2 | -1 | -4.7 | -3 | Cc1ccc(C)c(S(=O)(=O)N2CCN(C(=O)c3ccccc3Cc3ccccc3)CC2)c1
40 | -12 | / | -1 | 0 | -4 | -3.2 | / | CCN(CC)C(=O)C1CCN(S(=O)(=O)c2ccc(C3CNC(=O)C3)cc2)CC1 (configuration not stated)

Just CFTR F508del cor, for 4 of the compounds above:
item	SMILES	CFTR F508del cor
23	Cc1cc(NC(=O)NC(C)(C(F)(F)F)C(F)(F)F)no1	1.1
24	Cc1ccccc1CN1[C@@H]2c3ccccc3C[C@@H]2OCCS1(=O)=O	1.0
25	CN1CCC(N(C)C(=O)c2cc(-c3ccccc3Cl)nc3ccccc23)CC1	-1.1
26	COC(=O)c1ccc2c(=O)n(Cc3ccco3)c(SCC(=O)Nc3cc(C)on3)nc2c1	-2.0

Compounds shown so far that have two or more sulfur atoms:
entry | DENV2 CPE | miR122 inh | ERp5 inh | CASP6 VEID inh | ERAP1 inh | CFTR F508del cor | SIRT5 block | Molecule
13 | -4 | 1 | 1 | -1 | -1 | 1.8 | 1 | CS(=O)(=O)c1ccc(Cl)c(NC(=O)c2cc(S(=O)(=O)N3CCOCC3)ccc2N2CCCC2)c1
15 | -4 | / | -1 | 1 | 4 | 1.9 | 2 | CS(=O)(=O)NCCSc1cc(C(F)(F)F)nc2ccccc12

Going on with the list:
entry | DENV2 CPE | miR122 inh | ERp5 inh | CASP6 VEID inh | ERAP1 inh | CFTR F508del cor | SIRT5 block | Molecule
41 | -7 | -1[16.7 µM] | 1 | 1 | 2 | -1.7 | -4 | C[C@H]1CN([C@@H](C)CO)C(=O)c2cc(NS(=O)(=O)c3cn(C)cn3)ccc2O[C@H]1CN(C)Cc1ccc(Oc2ccccc2)cc1
42 | -13 | -5[16.7 µM] | 3 | 0 | 3 | 1.2 | 0 | C[C@H](CO)N1C[C@H](C)[C@@H](CN(C)C(=O)Nc2ccccc2)Oc2ncc(C3=CCCC3)cc2C1=O
43 | -5 | / | 0 | 1 | -2 | 1.4 | -1 | Cc1cccc(NC(=O)c2ccccc2NC(=O)c2ccccc2)n1
44 | 15 | 1 | -4 | 2 | 2 | 1.9 | 1 | O=C(CN(CC1CCCO1)C(=O)CNS(=O)(=O)c1ccc(F)cc1)NCCc1ccccc1 (configuration not stated)
45 | -1 | / | 4 | -6 | -1 | 0.2 | -2 | O=C(NCc1cccnc1)Nc1cccc(Cl)c1
46 | 0 | -2[16.7 µM] | -7 | 0 | 3 | 3.6 | 1 | COc1ccc(CN(C)C[C@H]2Oc3ccc(NC(=O)Cc4ccccc4)cc3CC(=O)N([C@H](C)CO)C[C@H]2C)cc1
47 | ? | -1 | 5 | 0 | -1 | -0.5 | / | CCN(CC)c1ccc(/C=N/NC(=O)c2nnn(-c3nonc3N)c2CN(C)C2CCCCC2)cc1
48 | 11 | / | 5 | 2 | -2 | 2.6 | 3 | Cc1c(C(=O)Nc2nccs2)oc2ccc(F)cc12
49 | 1 | 12 | -4 | -1 | -1 | 4.9 | 1 | COCCN(C(=O)c1snc(C(N)=O)c1N)C(C(=O)NC1CCCCC1)c1ccc(F)cc1 (configuration not stated)
50 | -2 | / | 1 | 4 | 17 | -3.2 | 2 | CS(=O)(=O)N1CCN(c2ccc([N+](=O)[O-])c(NCc3cccnc3)c2)CC1
51 | 0 | -8 | 9 | 1 | -5 | 1.1 | 0 | COc1ccc(/C=C/C(=O)OCC(=O)N(C)c2c(N)n(Cc3ccccc3)c(=O)[nH]c2=O)cc1OC
52 | 1 | -10 | -8 | 0 | 2 | -2.2 | -3 | CC(C)CC(=O)N1CCN(Cc2ccc(Cl)cc2)CC1
53 | 6 | -4 | 0 | 0 | 4 | 1.8 | -1 | COc1ccc(-c2nn(-c3ccccc3)cc2C(=O)O)cc1
54 | 8 | 7 | -1 | 4 | 2 | 0.8 | 4 | O=C1C(=O)N(CC2COc3ccccc3O2)c2ccccc21 (configuration not stated)
55 | / | 7 | 5 | -5 | 1 | 1.5 | -2 | CCOC(=O)CN(C(=O)CSc1nnc(COc2ccc(OC)cc2)n1CC)c1ccccc1
56 | 3 | -3 | -1 | -3 | -1 | -1.3 | -11 | CC(=O)NCCNc1nc2c(-c3cccc(C(F)(F)F)c3)nnn2c2ccccc12
57 | -1 | -3 | 2 | 100* | 4 | -4.1 | 2 | NC1=C(Cl)C(=O)c2ccc(S(N)(=O)=O)cc2C1=O
58 | -2 | -6 | 0 | 2 | 3 | -0.8 | -2 | CNC(=O)c1c[nH]c2ccc(S(=O)(=O)Nc3ccccc3F)cc2c1=O
59 | -2 | -1[16.7 µM] | -5 | 0 | 0 | 0.6 | 14 | COCC(=O)Nc1ccc2c(c1)[C@H]1C[C@@H](CC(=O)N3CCc4ccccc4C3)O[C@@H](CO)[C@H]1O2
60 | 3 | / | 0 | -1 | 3 | -1.1 | 1 | O=C(Nc1nccs1)[C@H]1[C@H](CO)[C@H]2Cn3c(cccc3=O)[C@@H]1N2C(=O)C1CCCCC1
61 | 7 | / | 4 | 1 | 5 | / | 1 | N#C/C(=C/c1ccc(-c2ccccc2)o1)c1nc(-c2cccs2)cs1
